Assay outcomes deposited in PubChem BioAssay by NCI.
All columns: NCI-60 one-dose screen, growth in % after 48 h at 10 µM unless noted; 100 = growth as untreated, 0 = no growth, -100 = all killed.
SN12C: SN12C renal cancer cells. 81,000 tested, 3.8% active
UO-31: UO-31 renal cancer | AID 1794768 | 81,000 tested, 5.2% active
ACHN: ACHN renal cancer; 81,000 tested, 4.9% active
RXF 393: RXF 393 renal cancer cells | 77,000 tested, 6.9% active | AID 1794773
TK-10: TK-10 renal cancer cells; 81,000 tested, 3.9% active
A498: A498 renal cancer cells; 76,000 tested, 5.4% active
CAKI-1: CAKI-1 renal cancer. 75,000 tested, 4.7% active. AID 1794772
786-0: 786-0 renal cancer cells; 81,000 tested, 5.1% active
* = called active by the depositor; x = no result given; & = joins results of further samples. How the source made its calls: active means growth percent below 10; inactive means the rest.

SMILES	SN12C	UO-31	ACHN	RXF 393	TK-10	A498	CAKI-1	786-0
NC(=O)c1ccc[n+](Cc2c[nH]c(=O)[nH]c2=O)c1	102	75	110	114	112	70	98	111
O=C1CCC(=O)N1CC(O)COc1ccccc1 (configuration not stated)	110&101	98&80	117&99	106&112	126&113	109&85	118&103	110&113
CC1=C(NCCN2CCCC2)C(=O)c2c(OCc3ccc(F)c(Cl)c3)cccc2C1=O	71	43	84	72	69	39	50	64
CCOC(=O)/C(Cc1ccnnc1)=N\O	102	82	114	114	100	109	108	98
CN(C)c1ccc(/C=C(\C#N)C(=O)c2ccccc2)cc1	100	87	94	84	124	84	x	101
CC(=O)OC(OC(C)=O)c1ccc([N+](=O)[O-])cc1Cl	x	83	94	105	93	104	103	95
O=C(Nc1ncc(Cc2cc(C(F)(F)F)ccc2Cl)s1)C(=S)N1CCOCC1	96	70	99	93	89	90	67	95
O=C(C(Br)Br)C(Br)C(Br)c1ccccc1 (configuration not stated)	94	18	6.7*	25	28	101	73	107
O=C(CSc1nc2ccccc2[nH]1)Nc1cccc(Cl)c1	93	78	99	114	109	73	81	101
O=C(N[C@@H](C1CC1)C(F)(F)F)c1cc(-c2cnn3cc(-c4ccc(F)cc4)cnc23)cs1	76	63	50	99	96	110	60	92
CSC1=NC=C(C#N)C2=NC(c3c(F)cccc3Cl)NN12 (configuration not stated)	103	76	101	x	111	99	98	98
Cc1ccc(N(CC(=O)Nc2ccc(S(=O)(=O)N3CCC(N4CCCC4)CC3)cc2)S(=O)(=O)c2ccc(Cl)cc2)cc1	-36*	38	-38*	-71*	112	66	18	-71*
COc1ccc(-c2cc(Cc3cccs3)c(=O)n(Cn3cnc4c(N)ncnc43)n2)cc1	91	83	95	115	111	105	104	103
ClCC1(CSc2ncnc3nc[nH]c23)COC1	118	113	105	119	88	x	96	105
COC(=O)c1cccnc1Nc1ccc(N2C(=O)c3ccccc3C2=O)cc1	95	95	98	106	100	102	93	98
CC1(C)CC[C@]2(C(=O)N3CCNCC3)CC[C@]3(C)C(=CC[C@@H]4[C@@]5(C)CC[C@H](O)C(C)(C)[C@@H]5CC[C@]43C)[C@@H]2C1	93	80	103	93	109	115	95	89
O=C(O)c1ccc(NC(=S)NC(=O)c2ccc(Cl)c(Cl)c2)cc1	94	54	94	125	95	111	78	106
COc1ccc(C(=O)Nc2ccc(-c3cc(=O)c4c(O)c(OC)c(OC)cc4o3)cc2)cc1	110	86	104	105	105	102	107	95
C=CCOc1c(CCC)cc(C(=O)O)cc1CCC	103	93	100	x	107	98	104	100
Fc1ccc(-c2cn3ccnc3c(-c3ccc(Cl)cc3)n2)cc1	77	48	83	61	114	77	57	85

Reprinted at random: 2 records from the list
SMILES	SN12C	UO-31	ACHN	RXF 393	TK-10	A498	CAKI-1	786-0
O=C(N[C@@H](C1CC1)C(F)(F)F)c1cc(-c2cnn3cc(-c4ccc(F)cc4)cnc23)cs1	76	63	50	99	96	110	60	92
COc1ccc(-c2cc(Cc3cccs3)c(=O)n(Cn3cnc4c(N)ncnc43)n2)cc1	91	83	95	115	111	105	104	103

Following part.
SMILES	SN12C	UO-31	ACHN	RXF 393	TK-10	A498	CAKI-1	786-0
COc1ccc(C2=Nc3c/c(=C\c4c(O)[nH]c5ccc(OC)cc45)ccc3=N2)cc1	96	69	65	23	121	106	83	87
Cc1oc(-c2ccc(Cl)cc2)nc1C1=NN(C(=O)c2ccncc2)C(c2ccc(Br)cc2)C1 (configuration not stated)	92	60	85	63	97	58	78	85
COc1ccc2oc(=O)cc(C3NOC(N)=C3C#N)c2c1 (configuration not stated)	99	86	98	113	113	112	x	97
COc1cc(-c2c3c(c(Br)n2Cc2ccccc2)-c2nc(NC(=O)c4ccccc4)sc2CC3)cc(OC)c1OC	82	49	87	96	118	92	77	87
CCOC(=O)c1ccc[nH]1	105	92	90	94	98	101	74	93
CC(=N\NC(=O)c1ccccc1)/C(C)=N/NC(=O)c1ccccc1	90	74	104	120	102	109	97	94
CCn1cc(-c2ccnc(NCCCNS(=O)(=O)c3ccc(Cl)cc3)c2)c(-c2cccc(OC)c2)n1	98	68	89	74	111	77	75	93
CC(C)CCNc1ncnc2c1cnn2C	101	80	105	125	117	106	94	107
CC1(C)CC[C@]2(c3nnc(-c4ccncc4)o3)CC[C@H]3C(=CC[C@H]4[C@@]3(C)CC[C@H]3C(C)(C)C(=O)CC[C@]43C)[C@@H]2C1	75	51	71	79	97	32	58	66
O=Nc1nc2ncccn2c1-c1ccccc1	96	96	92	97	100	97	39	94
CCCCN(CCCC)C(C)C(O)c1ccc2cc(Br)c3ccccc3c2c1 (configuration not stated)	92	74	95	88	92	72	82	84
C=C1C(=O)O[C@H]2[C@H]1CCC(/C=N/c1ncc(Br)cc1N)=C\CC[C@@]1(C)O[C@@H]21	-25*	-72*	2.5*	-79*	-4.7*	78	x	-14*
C/C(=N\Nc1ccc(Cl)cc1)c1ccc(NC2=CC(=O)c3ccccc3C2=O)cc1	72	45	54	78	112	95	53	101
CNCC[C@H](Oc1cccc2ccccc12)c1cccs1	79	64	97	72	90	111	88	83
CCCCCc1[nH]c(=O)[nH]c(=O)c1Br	106	90	106	113	93	117	x	102
CC(=O)CCC(=O)OCc1cc(=O)c(O)co1	104	97	101	113	99	x	102	100
O=C(CN1C(=O)S/C(=C\c2ccc(F)cc2)C1=O)Nc1ncc(Cc2ccccc2Cl)s1	94	80	103	127	102	118	97	112
CC(C)CC(CC(C)C)NCC(C)OC(=O)c1ccc(N)cc1 (configuration not stated)	106	71	96	114	128	101	88	103
OC(c1ccccc1)(c1ccccc1)C1CC1c1ccncc1 (configuration not stated)	106	81	96	122	112	x	88	98
O=[N+]([O-])c1cc2ccccc2c(O)c1O	101	70	94	107	110	56	99	112
COc1cc(OCc2ccccc2)c(CC(=O)O)c([N+](=O)[O-])c1	104	86	113	92	108	65	99	102
O=C(OCC1CO1)c1cccs1 (configuration not stated)	104	83	111	91	99	80	102	100
CC(=O)Nc1cccc2c1C(=O)OC2=O	96	101	98	121	99	100	74	95
Cc1cc(S(=O)(=O)/N=C(\N)n2nc(C)c(C)c2C)c(SCc2ccccc2)cc1Cl	76	24	71	73	116	85	72	77
CCOC(=O)C1=C(C)NC(C)=C(C(=O)OCC)C1c1ccncc1	104	92	98	105	104	82	97	96
COc1ccc2[nH]c(O)c(N=Nc3nc(-c4ccc(Cl)cc4)cs3)c2c1	-69*	-61*	-79*	-90*	7.6*	-90*	-38*	-87*
O=C(c1cc(-c2ccc(F)cc2F)ccc1O)N1CCN(c2ccc(Br)cc2)CC1	91	59	94	108	67	80	82	79
COc1cc2c(cc1OC)C(C#N)C2 (configuration not stated)	98	118	102	102	x	95	94	112
Nc1ncnc2c1ccn2-c1cccc(NC(=O)c2ccc(N3CCOCC3)c(C(F)(F)F)c2)c1	48	22	31	19	x	63	26	86
O=C(Nc1ncccc1OCc1cn(Cc2ccc(F)cc2)nn1)c1ccccc1	99	87	103	116	117	99	95	101
O=C(NS(=O)(=O)c1ccc(Cl)cc1)n1ccc2c(Cl)ccnc21	98	89	99	113	101	109	91	101
CCOC(=O)c1nn(C2CCCCO2)c2ccc(NC(=O)CN3CCOCC3)cc12 (configuration not stated)	101	87	100	122	109	100	84	98
CCCN(CCC)CCc1cccc2c1CC(=O)N2	126	84	99	111	116	97	92	109
FC(F)(F)c1ccc(-c2cnc(-n3ccnc3)nc2NC2CCCCCC2)cc1	92	42	84	118	134	101	82	95
C#CCOc1ccc(/C=N/Nc2nc(-c3cc4cc(Br)ccc4oc3=O)cs2)cc1	84	75	90	96	113	27	77	94
CC(=O)O[C@]1(C)C(=O)C23C=CC1C[C@@]21O[C@@H]2C(C)(C)C=C[C@H](O)C23COC1=O	99	80	94	109	102	96	101	102
CCOC(=O)c1ccc(N2C(=O)CC(N3C(=O)/C(=C/c4cccnc4)SC3=S)C2=O)cc1 (configuration not stated)	99	83	105	115	104	107	96	103
Cc1cc2n(n1)C(C(C)C)C(C(=O)c1cc(Cl)c(C)cc1O)=CN2 (configuration not stated)	72	61	89	98	66	78	x	79
COc1ccc(-c2cs/c(=N\N=C\c3ccc(C#N)cc3)n2C)cc1	83	50	74	114	106	76	68	102
Cc1cc(O)c(C(C)C)cc1NC(=O)Nc1ccc(Cl)cc1	84	71	90	108	82	71	88	88
NS(=O)(=O)Oc1ccc(-c2ccc3sccc3c2)cc1	94	82	94	100	94	100	84	106
C[C@]12CCC(=O)C=C1CC[C@@H]1[C@@H]2[C@@H](O)C[C@@]2(C)[C@H]1CC[C@@]21OCC1=O	93	83	106	125	104	98	100	100
O=C(Cc1ccc(/C=C/C(=O)c2ncc[nH]2)cc1)Nc1ccc(S(F)(F)(F)(F)F)cc1	80	61	96	95	107	88	82	89
c1ccc(OC[C@@H]2CN(Cc3cn4ccccc4n3)CCO2)cc1	101	76	88	79	113	71	89	99
CC1S/C(=N\NC(=O)Cc2csc3nc(-c4ccc(Br)cc4)cn23)N(C)C1=O (configuration not stated)	105	58	93	115	118	115	124	98
COC(=O)c1c(O)cc(OC)cc1OC	98	93	102	121	110	112	94	103
O=c1oc2ccccc2cc1-c1csc(N2N=C(c3ccccc3)CC2c2ccc(N3CCOCC3)cc2)n1 (configuration not stated)	107	74	99	112	159	153	91	118
CN1CCN(C(=S)SCC(=O)NC(=O)c2ccccc2)CC1	101	93	100	100	97	108	99	100
COc1ccc(-c2c3c(N)nc(-c4ccncc4)nc3nc3c2c(C)nn3-c2ccccc2)cc1	84	85	3.8*	69	47	73	36	73
O=C1/C=C/[C@@H](O)[C@@H]2C[C@@H](O)C[C@H]2/C=C/CCC[C@H](CCc2ccc(C(F)(F)F)cc2)O1	1.3*	1.2*	8.1*	-32*	-40*	-30*	8.3*	x
O=C(CN1CCN(Cc2ccccc2)CC1)Nc1nc(-c2cc3ccccc3oc2=O)cs1	96	67	88	96	126	88	91	96
COc1ccccc1C#Cc1cccc(C#CCCCCN2CCCCC2=O)c1	83	83	95	110	93	116	x	103
c1ccc2c(c1)-c1ccccc1C2N1CCOCC1	108	86	96	93	x	107	93	108
CCOC(=O)c1cc2ccccc2o1	100	82	103	109	96	88	91	99
CCCNC(=O)c1c(C)[nH]c(-c2nc3ccccc3[nH]2)c1C	100	89	108	118	118	x	93	103
Cc1cccc(Cc2ccccc2C(=N)c2c(C)cccc2C)c1C	90	81	99	87	106	67	81	93
Oc1ccc2ccccc2c1CNc1ccc(Cl)cc1	106	59	48	126	94	92	x	79
Cc1ccc2c(c1)c(=O)n(-c1ccccc1)c1nnc(/C=C/c3ccccc3)n21	100	99	100	99	98	x	84	91
NC1CC2CCC1C2 (configuration not stated)	111	91	113	112	119	97	103	99
CN1C(=O)N(C)C2C1NN=c1s/c(=C\c3ccc[nH]3)c(=O)n12 (configuration not stated)	102	68	98	94	134	107	79	104
Next section.
SMILES	SN12C	UO-31	ACHN	RXF 393	TK-10	A498	CAKI-1	786-0
O=C1Nc2ccccc2SC1C1SC(=S)N(Cc2ccccc2)C1=O (configuration not stated)	99	73	108	x	22	109	78	100
CCCCc1cncc(CCCC)c1	103	90	108	117	112	101	100	103
COc1cccc(NC(=O)c2cccc(C3CC(=O)c4c(cc(OC)c(OC)c4OC)O3)c2)c1 (configuration not stated)	96	78	100	89	112	93	94	93
COc1ccc(C2=NN(C(=O)c3ccc(S(C)(=O)=O)cc3)C(c3ccc(OC)c(OC)c3)C2)c(OC)c1 (configuration not stated)	100	75	102	105	116	98	93	100
Cc1cc2ccccc2c(O)c1C#N	95	x	99	118	110	107	115	x
c1ccc([C@@H]2C[C@@H]3Cc4ccc5ccccc5c4N2O3)cc1	78	79	86	114	101	94	74	107
N#CC1(Nc2ccc(C(=O)O)cc2)CCCC1	115	98	101	131	101	104	96	106
COC1/C=C/OC2(C)Oc3c(C)c(O)c4c(O)c(c(/C=N/Nc5ccc([N+](=O)[O-])cc5[N+](=O)[O-])c(O)c4c3C2=O)NC(=O)C(C)=C/C=C/C(C)C(O)C(C)C(O)C(C)C(OC(C)=O)C1C (configuration not stated)	-5.6*	70	28	-74*	26	96	74	24
Cc1csc(NC(c2ccc(Br)cc2)c2cn(C)c3ccccc23)n1 (configuration not stated)	93	72	84	105	121	89	86	98
COc1cc2c(cc1OC)C(c1ccccc1[N+](=O)[O-])=NCC2	87	81	102	115	100	105	93	93
O=C(CN1C(=O)S/C(=C\c2ccc(Cl)cc2)C1=O)Nc1ncc(Cc2ccccc2)s1	99	78	103	98	102	90	96	103

Molecules above that contain two or more sulfur atoms:
SMILES	SN12C	UO-31	ACHN	RXF 393	TK-10	A498	CAKI-1	786-0
O=C(Nc1ncc(Cc2cc(C(F)(F)F)ccc2Cl)s1)C(=S)N1CCOCC1	96	70	99	93	89	90	67	95
Cc1ccc(N(CC(=O)Nc2ccc(S(=O)(=O)N3CCC(N4CCCC4)CC3)cc2)S(=O)(=O)c2ccc(Cl)cc2)cc1	-36*	38	-38*	-71*	112	66	18	-71*
O=C(CN1C(=O)S/C(=C\c2ccc(F)cc2)C1=O)Nc1ncc(Cc2ccccc2Cl)s1	94	80	103	127	102	118	97	112
Cc1cc(S(=O)(=O)/N=C(\N)n2nc(C)c(C)c2C)c(SCc2ccccc2)cc1Cl	76	24	71	73	116	85	72	77
CCOC(=O)c1ccc(N2C(=O)CC(N3C(=O)/C(=C/c4cccnc4)SC3=S)C2=O)cc1 (configuration not stated)	99	83	105	115	104	107	96	103
NS(=O)(=O)Oc1ccc(-c2ccc3sccc3c2)cc1	94	82	94	100	94	100	84	106
CC1S/C(=N\NC(=O)Cc2csc3nc(-c4ccc(Br)cc4)cn23)N(C)C1=O (configuration not stated)	105	58	93	115	118	115	124	98
CN1CCN(C(=S)SCC(=O)NC(=O)c2ccccc2)CC1	101	93	100	100	97	108	99	100
O=C1Nc2ccccc2SC1C1SC(=S)N(Cc2ccccc2)C1=O (configuration not stated)	99	73	108	x	22	109	78	100
O=C(CN1C(=O)S/C(=C\c2ccc(Cl)cc2)C1=O)Nc1ncc(Cc2ccccc2)s1	99	78	103	98	102	90	96	103
